MITF inh: blocks human microphthalmia-associated transcription factor; AlphaScreen MITF homodimerization, bead proximity signal; 0.91% of 650,000 active; inhibition, % at 2.6 µM; O75030; in the data active = inhibition above about 50%;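 note: 0% = vehicle wells with protein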
Target sequence (O75030 whole entry, looked up): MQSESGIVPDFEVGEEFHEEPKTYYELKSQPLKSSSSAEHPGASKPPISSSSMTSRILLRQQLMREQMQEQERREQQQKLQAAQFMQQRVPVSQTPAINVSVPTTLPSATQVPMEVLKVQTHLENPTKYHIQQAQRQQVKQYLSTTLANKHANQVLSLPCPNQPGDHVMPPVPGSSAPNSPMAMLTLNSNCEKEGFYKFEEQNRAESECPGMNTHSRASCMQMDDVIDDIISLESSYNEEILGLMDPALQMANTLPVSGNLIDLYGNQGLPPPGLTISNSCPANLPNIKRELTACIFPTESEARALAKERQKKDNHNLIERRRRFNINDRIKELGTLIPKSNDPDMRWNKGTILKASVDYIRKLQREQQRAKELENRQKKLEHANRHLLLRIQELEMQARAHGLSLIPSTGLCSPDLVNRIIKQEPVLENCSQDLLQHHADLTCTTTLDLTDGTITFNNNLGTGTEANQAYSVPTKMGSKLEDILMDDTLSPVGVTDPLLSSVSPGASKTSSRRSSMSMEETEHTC
FBW7 act: activators of human E3 ligase FBW7; AID 1259310; AlphaScreen FBW7–phospho-cyclin E peptide binding, activator screen; Q969H0; normalized activity (activation), % at 26.1 µM; 0.13% of 650,000 active; in the data active = normalized activity above about 1.9%;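 note: purified mutant Fbw7 with reduced substrate affinity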
TEAD-YAP block: TEAD-YAP interaction inhibition; HEK-TIYL cells, TEAD-Gal4/YAP UAS-luciferase luminescence; AID 1259422; inhibition, % at 9.12 µM; 1.4% of 640,000 active; in the data active = inhibition above about 32%;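 note: 0% = median of test compound wells and 100% = reference inhibitor wells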
GPR151 ag: human GPR151 activation. Q8TDV0. PathHunter beta-arrestin GPR151 cells, luminescence. activation, % at 11.2 µM. 1% of 650,000 active. AID 1508602; in the data active = activation above about 4.9%;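 note: 0% = median of compound wells and 100% = cells with positive control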
Target sequence (Q8TDV0 whole entry, looked up): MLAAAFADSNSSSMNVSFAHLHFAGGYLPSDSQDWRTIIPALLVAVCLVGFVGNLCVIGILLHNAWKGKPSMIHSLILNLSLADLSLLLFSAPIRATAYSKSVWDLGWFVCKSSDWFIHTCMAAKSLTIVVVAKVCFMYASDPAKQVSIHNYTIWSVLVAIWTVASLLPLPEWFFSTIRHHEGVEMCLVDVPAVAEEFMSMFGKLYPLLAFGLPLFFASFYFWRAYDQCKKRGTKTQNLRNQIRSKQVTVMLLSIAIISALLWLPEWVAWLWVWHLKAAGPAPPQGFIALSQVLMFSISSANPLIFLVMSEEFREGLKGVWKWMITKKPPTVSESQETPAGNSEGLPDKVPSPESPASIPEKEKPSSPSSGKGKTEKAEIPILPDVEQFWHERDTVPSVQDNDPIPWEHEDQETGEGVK
Numbers without * were called inactive; x = not tested or not shown.

SMILES | MITF inh | FBW7 act | TEAD-YAP block | GPR151 ag
O=C(NC1CCN(Cc2ccccc2)CC1)c1cnc(NCCN2CCOCC2)s1 | 9 | 0.7 | -4 | -2.6
COc1cc(Nc2nc(N)c3ncn(C4CCCCC4)c3n2)cc(OC)c1OC | 1 | 0.0 | -36 | 2.6
O=C(Nc1nnc(SCc2ccc(Br)cc2)s1)C1CC1 | -1 | 0.0 | 1 | 0.8
CS(=O)(=O)Nc1ccccc1C(=O)OCC(=O)NC1CC1 | -7 | 0.3 | 4 | -0.6
COC(=O)c1ccc(NC(=O)Cn2cnc3c(cnn3-c3ccc(F)cc3)c2=O)cc1 | -2 | -0.3 | 23 | 1.2
CC1CN(C/C=C/c2ccccc2[N+](=O)[O-])CC(C)O1 (stereo not given) | 29 | 0.0 | -3 | 0.5
CCc1sc(C(=O)NCc2ccccn2)cc1Br | -5 | 0.0 | -12 | 2.2
COC(=O)/C(=C/c1ccc(Cl)cc1Cl)NC(=O)c1ccc(OC)c([N+](=O)[O-])c1 | -4 | 0.0 | -10 | 1.1
O=C(Nc1nn(Cc2ccc(Cl)cc2)cc1Br)c1ccc(F)cc1 | 0 | -0.1 | 14 | 0.1
CCC(NS(=O)(=O)c1ccc(C)cc1)C(=O)NCc1ccc2c(c1)OCO2 (stereo not given) | 3 | -0.1 | 5 | -1.0
CC(C)(C)OC(=O)N1CCCC(c2cc3nc4c(c(=O)n3[nH]2)CCCC4)C1 (stereo not given) | 11 | 0.0 | 9 | -1.3
CC(C)c1ccc(C2SCC(=O)N2c2ccccc2)cc1 (stereo not given) | -5 | -0.2 | -12 | 0.5
COc1ccc(Br)cc1C1=N/C(=C\c2cccc(F)c2)C(=O)O1 | -6 | 0.0 | 2 | 0.5
CCOC(=O)C12C(=O)OC(C)(C)C1C2(C)C(=O)c1ccc(Br)cc1 (stereo not given) | -9 | -0.5 | 1 | -1.2
Cc1ccc(C)c(N(CC(=O)Nc2cccc(Cl)c2C)S(=O)(=O)c2ccccc2)c1 | -9 | 0.1 | -1 | 0.1
CN(C)c1ccnc(SCC(N)=O)c1C#N | 14 | -0.1 | -1 | 1.2
Cc1nc(-c2cncc(Br)c2)cc(N2CCC(O)CC2)n1 | 3 | 0.0 | -19 | -1.3
CC(=O)c1cccc(NC(=O)N2CCc3nc(N4CCCC4)[nH]c(=O)c3C2)c1 | -4 | 0.5 | -3 | -0.4
COc1ccccc1NC(=O)CSc1nc2ccccc2c(=O)n1CC1COc2ccccc2O1 (stereo not given) | 3 | 0.3 | -5 | -0.3
Cc1cc(C)cc(NC(=O)N2CCC(NC(=O)C3CCCCC3)CC2)c1 | 18 | 0.1 | 4 | -0.3
Cc1ccc(OCCNC(=O)CSCc2ccc(Cl)s2)cc1 | 1 | -0.1 | 6 | -0.7
O=[N+]([O-])c1ccc(N=Cc2ccccn2)c(C(F)(F)F)c1 | 17 | 0.1 | 4 | 0.0
O=C(CN(Cc1ccccc1)C(=O)C(=O)Nc1ccc2c(c1)OCCO2)NC1CCCC1 | -3 | 0.0 | 0 | 1.4
O=C(Cc1cccc2ccccc12)NCC(c1ccsc1)N1CCOCC1 (stereo not given) | -18 | 0.1 | 0 | 2.5
CCCCCn1c(SCc2ccccc2F)nc2cc(C(=O)NCc3ccco3)ccc2c1=O | -10 | -0.1 | 0 | 1.3
Cc1ccc(CNC(=O)CC2C(=O)NCCN2CC(c2ccccc2)c2ccccc2)o1 (stereo not given) | -2 | 0.2 | -19 | 2.3
CC1(C)CC(=O)C(C=NCCc2cccc(Cl)c2)=C(O)C1 | 6 | -0.2 | 21 | 5.4*
COc1ccc2nc(NC(=O)c3ccc(Cl)c([N+](=O)[O-])c3)sc2c1 | 9 | 0.0 | 1 | 0.5
CCOC(=O)C1=C(CN2CCC(c3ccc(C)cc3)C2)NC(=O)NC1c1ccc(F)cc1 (stereo not given) | 13 | -0.2 | 4 | 0.8
CC1(C)CC(=O)C2=C(C1)OC(N)=C(C#N)C2c1ccccc1Cl (stereo not given) | 1 | 0.5 | 0 | -1.6

Filtered by structure: the entries above containing sulfur
SMILES | MITF inh | FBW7 act | TEAD-YAP block | GPR151 ag
O=C(NC1CCN(Cc2ccccc2)CC1)c1cnc(NCCN2CCOCC2)s1 | 9 | 0.7 | -4 | -2.6
O=C(Nc1nnc(SCc2ccc(Br)cc2)s1)C1CC1 | -1 | 0.0 | 1 | 0.8
CS(=O)(=O)Nc1ccccc1C(=O)OCC(=O)NC1CC1 | -7 | 0.3 | 4 | -0.6
CCc1sc(C(=O)NCc2ccccn2)cc1Br | -5 | 0.0 | -12 | 2.2
CCC(NS(=O)(=O)c1ccc(C)cc1)C(=O)NCc1ccc2c(c1)OCO2 (stereo not given) | 3 | -0.1 | 5 | -1.0
CC(C)c1ccc(C2SCC(=O)N2c2ccccc2)cc1 (stereo not given) | -5 | -0.2 | -12 | 0.5
Cc1ccc(C)c(N(CC(=O)Nc2cccc(Cl)c2C)S(=O)(=O)c2ccccc2)c1 | -9 | 0.1 | -1 | 0.1
CN(C)c1ccnc(SCC(N)=O)c1C#N | 14 | -0.1 | -1 | 1.2
COc1ccccc1NC(=O)CSc1nc2ccccc2c(=O)n1CC1COc2ccccc2O1 (stereo not given) | 3 | 0.3 | -5 | -0.3
Cc1ccc(OCCNC(=O)CSCc2ccc(Cl)s2)cc1 | 1 | -0.1 | 6 | -0.7
O=C(Cc1cccc2ccccc12)NCC(c1ccsc1)N1CCOCC1 (stereo not given) | -18 | 0.1 | 0 | 2.5
CCCCCn1c(SCc2ccccc2F)nc2cc(C(=O)NCc3ccco3)ccc2c1=O | -10 | -0.1 | 0 | 1.3
COc1ccc2nc(NC(=O)c3ccc(Cl)c([N+](=O)[O-])c3)sc2c1 | 9 | 0.0 | 1 | 0.5

More results follow.
SMILES | MITF inh | FBW7 act | TEAD-YAP block | GPR151 ag
Cc1nc2c(C(=O)Nc3ccc(Cl)cc3)snc2c(=O)[nH]1 | 0 | -0.1 | 0 | 0.9
O=C(c1ccc(Br)o1)N(c1ccccc1)C1C=CS(=O)(=O)C1 (stereo not given) | -1 | 0.2 | -3 | -0.6
CCOC(=O)c1c(C)c(C(=O)N(CC)C2CCCCC2)c(C)n1C | 2 | -0.2 | 8 | 0.3
NS(=O)(=O)c1ccc(NS(=O)(=O)c2ccc(F)cc2)cc1 | -13 | -0.1 | -7 | -0.4
CC(=O)N1CCN(c2ccc(NC(=O)c3ccc(Cl)cc3)cc2)CC1 | 2 | -0.1 | -6 | -1.1
CSc1nc(-c2ccccc2)nc2[nH]c(-c3ccccc3)cc(=O)c12 | 15 | 0.1 | 13 | -1.6
O=C(c1ccc(F)cc1)N1CCCCC1 | -4 | -0.2 | -11 | -0.9
COC(=O)c1ccc(/C=C2\N=C(c3ccc(C)cc3)OC2=O)cc1 | -3 | 0.0 | -15 | -0.9
Cc1cc(-n2[nH]c(C)c(C=NCC(=O)O)c2=O)ccc1Br | -6 | -0.1 | -3 | -4.3
NC(=O)c1cc2ccccc2o/c1=N\O | 6 | 1.3 | 7 | -1.4
CCCC(C)C1C(C#N)=C(N)OC2=C1C(=O)CCC2 (stereo not given) | 5 | 0.0 | 12 | 4.1
C#CCC(C(=O)C(C)(C)C)C(=O)C(C)(C)OC (stereo not given) | 1 | 0.0 | 10 | 1.3
Cc1ccc(/C=N\NC(=O)COc2ccc(C)cc2[N+](=O)[O-])cc1 | 3 | -0.1 | 10 | 0.4
O=C(c1cccc(F)c1)N1CCN(Cc2ccccn2)CC1 | 43 | -0.2 | -5 | 1.4
CCOc1ccc(C2CC(c3ccc(OCC)cc3)n3nc(N)nc3N2)cc1 (stereo not given) | 4 | 0.1 | 13 | -0.9
Cc1cn2c3c(=O)n(CCc4ccccc4)c(=O)n(C)c3nc2n1-c1ccc(F)cc1 | 14 | 0.0 | 5 | 3.3
Cc1cc(S(=O)(=O)N2CCCC(C)C2)c(C)cc1Cl (stereo not given) | -8 | 0.1 | 6 | -0.1
Cc1cc(Br)ccc1N1C(=O)C2C3CCC(C3)C2C1=O (stereo not given) | 2 | 0.0 | 8 | 2.3
CCOc1cc(/C=C2/C(=O)N(c3ccccc3)N=C2C)ccc1O | 11 | -1.2 | 7 | -0.1
O=C(/C=C/c1ccco1)Nc1ccc2ccccc2c1 | 20 | 0.4 | -90 | -1.0
Cc1cc2ccccc2n1CCNC(=O)C1CCCC1 | 6 | 0.0 | 10 | 0.6
O=C(c1cccc(C(F)(F)F)c1)N1CC[C@@H]2[C@H](CCCN2C(=O)C2CCCO2)C1 (stereo not given in full) | 13 | 0.0 | 10 | 0.6
Oc1ccc(CCNc2ccnc(Nc3ccc(N4CCOCC4)cc3)n2)cc1 | 8 | -0.1 | 45* | 2.6
COc1cccc(CN2CCc3c(nc(N4CCCC4)[nH]c3=O)C2)c1 | 16 | 0.1 | 7 | -0.1
C=CCOc1ccccc1CN1CCc2c(nc(N3CCOCC3)[nH]c2=O)C1 | 6 | 0.0 | -14 | 1.2
COc1ccc(OCC(=O)Nc2ccc(NC(=O)c3ccco3)cc2)cc1 | 2 | 0.0 | -12 | -0.7
CC(C)[C@H](NC(=O)c1ccc([N+](=O)[O-])cc1Cl)C(=O)N1CCCC1 | -16 | -0.2 | 5 | 2.5
CN1CCN(C(=O)c2ccc(-c3cccc(O)c3)nc2N(C)C)CC1 | 1 | 0.0 | 0 | -0.7
CCOc1ccc2c(c1)/C(=c1/sc3n(c1=O)CN(c1cccc(C(C)=O)c1)CN=3)C(=O)N2 | 2 | -0.1 | -5 | 0.2
CCn1c(SC)nc2c1c(=O)[nH]c(=O)n2C | -12 | -0.1 | -13 | 0.2

Quoted at random: 2 entries already listed
SMILES | MITF inh | FBW7 act | TEAD-YAP block | GPR151 ag
O=C(c1cccc(C(F)(F)F)c1)N1CC[C@@H]2[C@H](CCCN2C(=O)C2CCCO2)C1 (stereo not given in full) | 13 | 0.0 | 10 | 0.6
COc1ccc(OCC(=O)Nc2ccc(NC(=O)c3ccco3)cc2)cc1 | 2 | 0.0 | -12 | -0.7

Continuation.
SMILES | MITF inh | FBW7 act | TEAD-YAP block | GPR151 ag
COc1ccc(-c2cc3ccc(O)c(CN4CCOCC4)c3oc2=O)cc1OC | 2 | 1.7 | 6 | 0.5
CCCOC(=O)COc1ccc2c(=O)c(Oc3cc(C)cc(C)c3)coc2c1 | 15 | 0.3 | -13 | -0.2
Cc1ncoc1C(=O)Nc1cccc(C(F)(F)F)c1 | 1 | 0.0 | 0 | 0.5
CCOC(=O)c1ccc(NC(=O)/C=C/c2cc([N+](=O)[O-])ccc2O)cc1 | 4 | 0.2 | 2 | 0.6
O=C(Cn1ncc2ccsc2c1=O)NCCCN1CCOCC1 | -3 | -0.2 | -4 | 0.5
CCCC/C(O)=C1\C(=O)CC(C)(C)CC1=NCCCCCC(=O)O | 8 | 0.0 | 1 | 1.1
Cc1ccc(NC(=O)CCNc2c(N3CCCC3)c(=O)c2=O)c(C)c1 | -2 | 0.1 | 7 | 0.2
CCn1c(C(CC(C)C)NC(=O)C2CC2)nc2cccnc21 (stereo not given) | 2 | 0.0 | -2 | -0.1
CCOc1ccccc1N1CN(CC)CNC1=S | 19 | 0.1 | 1 | -1.4
Cc1cnc(-c2ccc(C(N)=O)cc2)nc1NCCO | -4 | 0.1 | 0 | -1.9
O=C(N/N=C/c1ccc(O)cc1)c1ccc(NC(=O)c2ccc(F)cc2)cc1 | -1 | 0.0 | 0 | -0.9
COc1cccc(C2Nc3ccccc3C(=O)N2c2ccc(Cl)cc2)c1OC (stereo not given) | -5 | 0.8 | -64 | -2.0
CC1CCCC(C)N1S(=O)(=O)c1ccc(NC(=O)CNCC2CCCO2)cc1 (stereo not given) | 6 | 0.0 | 2 | -0.6
COC(=O)C1=C(C(=O)OC)[C@@H]2N(C)c3ccccc3[C@@]23C[C@@H](CO)N(C(=O)c2ccc(Br)cc2)C3=N1 | 1 | 0.0 | x | -1.4
Cc1ccc(-c2cnc(N3CCCCC3)nc2)cc1 | -10 | 0.1 | -39 | -0.1
CCc1ccc(NC(=O)CCC(=O)N2CCSc3ccccc32)cc1 | 1 | -0.1 | 5 | 0.0
CN1C(=O)N(C)C2NC(=S)NNC21 (stereo not given) | 11 | -0.1 | -5 | -0.6
CCC1=NN2C(=N)/C(=C/c3cc(Br)c(OCCOc4ccc(Br)cc4)c(OC)c3)C(=O)N=C2S1 | 2 | 0.0 | -16 | 1.7

Assay outcomes deposited in PubChem by The Scripps Research Institute Molecular Screening Center.
